From PubChem
Mdm2-MdmX inh = disrupts the human Mdm2-MdmX interaction; SaOS-2 split-luciferase Mdm2/MdmX complementation, luminescence; 330,000 compounds, 3% hits; AID 485346; inhibition, % at 8 µM;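 active = inhibition of at least 50% at 8 µM in the primary screen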
XBP1 UPR activ = adaptive UPR (XBP1) activation; CHO-XBP1 luciferase reporter, IRE1-XBP1 UPR activation, luminescence; percent of tunicamycin response, DMSO as zero; activation, % at 20 µM; 330,000 compounds, 0.33% hits; AID 463104;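 active = versus positive control, 20 µM dose yields 30% or more activation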;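 also: 100% = tunicamycin at 10 µg/mL and 0% = DMSO only wells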
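Material: CHO cell line with stable XBP1 luciferase reporter; schedule: 16-18 h cell attachment at 37 °C, then 6 h compound exposure; signal: glow luminescence from Steady-Glo reagent; medium: serum-containing F12 medium, 10% FBS; benchmarks: tunicamycin 10 µg/mL and vehicle-only wells; read-out: percent activation relative to tunicamycin reference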
CXCR6 inh = blocks human CXCR6 beta-arrestin recruitment; AID 602244; 360,000 compounds, 0.36% hits; inhibition, % at 20 µM; O00574; CHO-K1 PathHunter CXCR6 beta-arrestin, luminescence; in the data active = inhibition above about 34%, passing the limit was not always enough;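 also: antagonist mode with CXCL16 agonist at 10 nM final; 0% = 10 nM CXCL16 with DMSO and 100% = unstimulated wells without agonist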
Target sequence (O00574 whole entry, looked up): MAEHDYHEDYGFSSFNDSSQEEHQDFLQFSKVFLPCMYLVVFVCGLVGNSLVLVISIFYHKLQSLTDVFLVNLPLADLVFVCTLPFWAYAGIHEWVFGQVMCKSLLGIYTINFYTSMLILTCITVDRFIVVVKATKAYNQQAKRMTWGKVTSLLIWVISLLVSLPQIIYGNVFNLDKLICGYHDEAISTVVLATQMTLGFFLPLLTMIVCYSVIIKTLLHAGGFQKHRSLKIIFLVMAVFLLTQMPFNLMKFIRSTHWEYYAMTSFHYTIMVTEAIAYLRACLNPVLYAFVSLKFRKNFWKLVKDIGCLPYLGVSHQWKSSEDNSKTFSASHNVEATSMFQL
APJ antag = APJ receptor antagonism; P35414; CHO-K1 APJ beta-arrestin complementation, luminescence; inhibition, % at 20 µM; 330,000 compounds, 0.32% hits; AID 2521;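 active = inhibition above about 40% at 20 µM, limit read from the data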;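 also: cells challenged with 10 nM apelin-13 agonist together with compound; plate controls were apelin-13 plus DMSO wells for no effect and DMSO wells lacking apelin-13 for full effect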
Target sequence (P35414 whole entry, looked up): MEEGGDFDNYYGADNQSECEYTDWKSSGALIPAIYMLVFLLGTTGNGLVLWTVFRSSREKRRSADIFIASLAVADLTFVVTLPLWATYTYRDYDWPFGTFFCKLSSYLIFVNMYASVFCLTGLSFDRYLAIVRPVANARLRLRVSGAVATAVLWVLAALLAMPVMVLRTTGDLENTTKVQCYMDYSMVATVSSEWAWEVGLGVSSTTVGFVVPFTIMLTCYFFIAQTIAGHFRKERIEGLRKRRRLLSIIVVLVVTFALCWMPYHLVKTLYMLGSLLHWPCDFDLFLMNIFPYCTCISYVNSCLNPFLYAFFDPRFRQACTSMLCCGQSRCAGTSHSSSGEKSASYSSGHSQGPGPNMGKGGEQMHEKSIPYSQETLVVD
APJ agonist = agonists of human APJ apelin receptor. 330,000 compounds, 0.11% hits. CHO-K1 APJ PathHunter beta-arrestin, luminescence; 0% DMSO wells, 100% apelin. activation, % at 20 µM. P35414;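 active = activation more than six SD over the plate average, tested at 20 µM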;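 also: 0% = DMSO alone and 100% = apelin-13 at 10 nM; some results filed as inactive read as strong as hits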
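Test system: CHO-K1 APJ beta-arrestin complementation cell line | Compound: Single test compound dose, 20 µM final, 1% DMSO | Incubation: Compound 90 min 25 °C, reagent 1 h | Measured by: beta-gal luminescence | Read-out basis: APJ–arrestin association signal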
UPR CHOP act = activators of apoptotic arm of unfolded protein response (CHOP); 330,000 compounds, 0.34% hits; AID 449763; CHO-CHOP luciferase reporter, UPR activation, luminescence; percent of tunicamycin response over DMSO baseline; activation, % at 10 µM;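 active = at 10 µM dose, activation of 40% or more, normalized to positive control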;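 also: 100% = tunicamycin at 10 µg/mL and 0% = DMSO alone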
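measured by = luciferase luminescence | assay system = CHO-CHOP cells, stable luciferase reporter of PERK-eIF2a-CHOP signalling | amount = 500 reporter cells seeded per well | timing = 6 h compound exposure at 37 °C after overnight seeding | controls = positive tunicamycin 10 µg/mL, negative DMSO alone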
TIM10 inh = inhibits growth of TIM10 yeast strain. S. cerevisiae TIM10 strain growth, BacTiter-Glo luminescence, 24 h. 330,000 compounds, 1.4% hits. inhibition, % at 10 µM;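 active = inhibition of 40% or more at the single tested concentration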;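 also: wild-type TIM10 isogenic control strain grown at permissive 25 °C; 0% = DMSO yeast wells and 100% = minimal medium wells without yeast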
tim10-1 inh = inhibits growth of tim10-1 mutant yeast. inhibition, % at 20 µM. S. cerevisiae tim10-1 ts strain growth, BacTiter-Glo, 24 h. 330,000 compounds, 2.2% hits;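 active = inhibition of at least 40%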;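 also: mutant grown at 25 °C; 0% = DMSO wells with yeast and 100% = wells holding no yeast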
tim23-1 inh = inhibits growth of tim23-1 mutant yeast; S. cerevisiae tim23-1 growth, BacTiter-Glo luminescence, 24 h; inhibition, % at 20 µM; 330,000 compounds, 1.3% hits;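 active = growth inhibition of the mutant yeast at or above 50%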;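 also: temperature-sensitive mutant grown at 25 °C; plate controls were DMSO-treated mutant yeast for no effect and medium wells lacking yeast for full effect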
Numbers without * were called inactive; / = not tested or not shown. Only part of the results is shown; rates above refer to the full screens.

SMILES | Mdm2-MdmX inh | XBP1 UPR activ | CXCR6 inh | APJ antag | APJ agonist | UPR CHOP act | TIM10 inh | tim10-1 inh | tim23-1 inh
C[C@H](NC(=O)c1nc[nH]c1C(=O)N1CCN(C(=O)OC(C)(C)C)CC1)C(=O)OCc1ccccc1 | -13 | 0 | 2 | -7 | 3 | 2.3 | 3 | 16 | -7
CC(C)(C)OC(=O)N1CCC(C(=O)N2CCCCCC2)CC1 | 30 | -2 | -11 | 3 | -4 | -1.8 | 0 | 10 | 9
CCCNc1c(NC(=O)C2CCC(C)CC2)c(=O)oc2ccccc12 (configuration not stated) | 20 | 0 | 1 | 17 | 0 | 0.0 | -15 | -14 | 9
CSc1nc(-c2ccccc2)nn1S(=O)(=O)c1ccc(Cl)cc1 | -4 | 2 | 9 | 7 | -3 | 1.7 | 3 | 17 | -9
Cc1sc(NC(=O)CN(Cc2ccccc2)C(=O)C(C)C)c(C(N)=O)c1C | 17 | -2 | 6 | 5 | -1 | -0.2 | 1 | 16 | 12
CC(c1ccccc1)n1cc(C(=O)NCc2ccccn2)nn1 (configuration not stated) | 6 | -4 | 1 | -7 | 11 | -0.1 | -23 | 9 | -1
CC(C)C(=O)N=c1sc2cc(F)cc(F)c2n1C | 10 | 3 | 0 | 12 | 1 | -1.0 | -8 | 8 | 6
Cc1cc(C)n(C)c(=O)c1C#N | -8 | 3 | 8 | 5 | -4 | 0.8 | -19 | 0 | 9
CCOC(=O)C1CCN(S(=O)(=O)c2c[nH]c(=O)[nH]c2=O)CC1 | 0 | -1 | -3 | 2 | -5 | 0.0 | 11 | 5 | 9
CCOc1ccc(S(=O)(=O)N2CCC(C(=O)N3CCOCC3)CC2)cc1Cl | 0 | -3 | -5 | 14 | 0 | 0.8 | 1 | -4 | 8
O=C(Cc1cccs1)NC1CCCC1 | 19 | 10 | -1 | 4 | -2 | -0.4 | 4 | -2 | -4
CC(C)[C@H](NC(=O)OC(C)(C)C)c1nnc(S(=O)(=O)Cc2c(F)cccc2Cl)o1 | 30 | -5 | 63* | 27 | 5 | 134* | 71* | 61* | 36
COc1cccc(C(=O)Cn2c(=N)n(C)c3ccccc32)c1 | -139 | -4 | 5 | 14 | -5 | 6.3 | -3 | -3 | 9
C#CCSc1nnc(-c2sc3ccccc3c2Cl)o1 | -92 | 2 | 4 | 18 | 1 | 7.4 | 1 | 14 | 14
O=C(COc1ccc2c(c1)OCO2)Nc1cccc(F)c1 | -7 | 1 | 5 | 3 | 4 | 2.9 | 2 | -9 | 9
Cc1ccc(S(=O)(=O)N2CCOCC2)cc1NC(=O)COC(=O)c1ccc2c(c1)OCCO2 | 16 | -1 | 3 | 11 | -2 | -2.0 | -1 | 6 | 17
CC(C)(C)CN1CCN(CCCc2ccccc2)C(CCO)C1 (configuration not stated) | 20 | -4 | 1 | -22 | -4 | 0.9 | -6 | -41 | -12
Cc1cc(C)c(S(=O)(=O)CCC(C)C)c(=O)[nH]1 | 19 | -1 | -1 | 8 | -3 | -0.3 | 3 | 1 | -4
O=C1C2CCCCC2C(=O)N1c1ccc(S(=O)(=O)Nc2ncccn2)cc1 (configuration not stated) | 25 | -3 | -10 | 3 | 1 | 0.7 | 2 | -14 | -1
O=c1c2[nH]c3ccc(F)cc3c2ncn1CC1CCCO1 (configuration not stated) | 6 | -3 | -5 | -4 | -1 | 6.3 | -10 | -7 | 6
COc1ccc(-c2oc3cc(OC)c(O)c(OC)c3c(=O)c2OC)cc1O | 64* | 5 | 10 | -5 | 0 | 2.3 | 15 | 28 | 23
COc1ccc(NC(=O)CCN2CCC(C)CC2)cc1 | -19 | 2 | 4 | 8 | -5 | -1.0 | 0 | 3 | 6
Cc1ccc(C)c(N(CC(=O)NCc2ccco2)C(=O)CNS(=O)(=O)c2ccccc2)c1 | 5 | -1 | 1 | -19 | 1 | 0.4 | 2 | 6 | 21
O=C(CC1NC2CCCCC2NC1=O)Nc1cccc(C(F)(F)F)c1 (configuration not stated) | 18 | -2 | 8 | 6 | -1 | 0.9 | 7 | 6 | 9
CCO[C@@H]1OC(C(=O)NC2CC2)=C[C@H](C(C)(C)C)[C@H]1CCCO | -24 | 0 | 3 | -1 | 10 | -1.5 | -1 | -9 | -3
CCOc1ncccc1C(=O)OC(C)C(=O)Nc1ccc(Cl)cn1 (configuration not stated) | 15 | 2 | -1 | -6 | 1 | -1.2 | -1 | 19 | 22
Nc1ccc2c(c1)N1CCN=C1S2 | -19 | -2 | -7 | -2 | 0 | 0.4 | 1 | 1 | -2
CC(C)CCNC(=O)COc1ccc2c3c(c(=O)oc2c1)CCC3 | -2 | 1 | 4 | 24 | -5 | -1.4 | -6 | -1 | 1
COc1cc2sc3ccc(-c4ccc(CN5CCOCC5)cc4)cc3c(=O)c2cc1OC | 17 | 2 | 4 | -9 | 4 | 4.9 | -3 | 26 | 4
COc1ccc(OC)c(NC(=O)CSc2nnc(CCCO)n2-c2ccccc2)c1 | -3 | 0 | -6 | 12 | -1 | -2.3 | -22 | 13 | -3
O=C(NNC1=C(C(=O)C(F)(F)F)CCC1)c1ccc(Cl)cc1 | 52* | 5 | 13 | 5 | -9 | -0.9 | 41* | 53* | 50
O=C(c1cccn(Cc2cccc(Cl)c2)c1=O)N1CCOCC1 | 8 | 2 | -12 | 4 | -2 | -0.7 | -2 | 12 | 1
CSCC(=O)Nc1nc(-c2ccc3c(c2)OCCO3)cs1 | -169 | 6 | -8 | 7 | -2 | 6.4 | 16 | 21 | 31
CC1(C)[C@@H](O)CC[C@]2(C)C3C(O)C=C4[C@H]5C[C@@](C)(C(=O)O)CC[C@]5(C)CC[C@]4(C)[C@]3(C)CC[C@@H]12 (some centres not stated) | 13 | 0 | / | -3 | -2 | -1.8 | 8 | 10 | 8
CC1Cc2ccccc2N1CC(=O)Nc1cccc(S(N)(=O)=O)c1 (configuration not stated) | 3 | -2 | 2 | -20 | -5 | -0.9 | -18 | 17 | -3
CCCc1cc(N2CCCC2)n2nc(C)c(-c3ccccc3)c2n1 | 29 | 0 | -4 | -9 | -7 | 1.4 | 51* | 47* | 46
O=C(O)CCC1OC(=O)C(O)=C1c1ccccc1 (configuration not stated) | 10 | -1 | 1 | 12 | -5 | -0.5 | -3 | -15 | 0
C/C(N)=C(/C#N)C(=O)CSc1nnc(NC(C)C)s1 | -64 | 2 | -3 | 13 | 1 | 5.4 | 0 | -5 | 7
CCOC(=O)c1c(NC(=O)COC(=O)C2CC2C)sc(C)c1C (configuration not stated) | 10 | 1 | 6 | 5 | -3 | 1.1 | -2 | 24 | 17
O=C(CN(Cc1ccccc1F)C(=O)c1ccco1)NCc1ccc(F)cc1 | 15 | 0 | 8 | 0 | 2 | 1.8 | 12 | 9 | 7
O=C(c1cccc([N+](=O)[O-])c1)N1CCN(C/C=C/c2ccccc2)CC1 | -17 | -1 | 1 | -6 | 1 | 0.1 | -8 | -10 | 2
COc1cc(/C=N/N=C(/N)c2nonc2N)cc(Br)c1OCc1cccc(C)c1 | 26 | 4 | 3 | -13 | 2 | 2.4 | -11 | 14 | 1
C=CCN(CC=C)C(=O)c1ccc(OC2CCN(S(=O)(=O)N(C)C)CC2)cc1 | -21 | -1 | -3 | 3 | -3 | 3.7 | 4 | -24 | 15
CN1N=C(C(=O)N2CCCC(N3CCN(c4ccc(F)cc4)CC3)C2)CCC1=O (configuration not stated) | 16 | -2 | -4 | 15 | 4 | -0.4 | 6 | -9 | -8
CCOC(=O)c1cc(-c2ccccc2)sc1NC(=O)C(C)OC(=O)c1ccncc1 (configuration not stated) | 40 | 4 | 7 | -20 | 2 | 3.4 | -4 | -15 | -5
Cc1ccc(S(=O)(=O)N2CCN(C(=O)CN3CCCCC3)C2C(C)C)cc1 (configuration not stated) | 14 | 1 | 2 | 7 | -5 | -1.1 | 6 | 6 | -12
CCOC(=O)N1CCN(C(=O)c2ccc(CS(=O)(=O)c3ccccc3OC)o2)CC1 | 5 | -3 | -3 | -8 | -2 | -1.3 | 3 | 15 | 14
COc1cc(C2NC(=O)NC(O)(C(F)(F)F)C2C(C)=O)cc(OC)c1OC (configuration not stated) | -14 | -1 | 0 | 9 | -5 | 2.5 | 1 | 10 | -2

Entries listed so far shown as hits in Mdm2-MdmX inh.
SMILES	Mdm2-MdmX inh	XBP1 UPR activ	CXCR6 inh	APJ antag	APJ agonist	TIM10 inh	tim10-1 inh
COc1ccc(-c2oc3cc(OC)c(O)c(OC)c3c(=O)c2OC)cc1O	64*	5	10	-5	0	15	28
O=C(NNC1=C(C(=O)C(F)(F)F)CCC1)c1ccc(Cl)cc1	52*	5	13	5	-9	41*	53*

Some entries already given, reduced to XBP1 UPR activ.
structure | XBP1 UPR activ
C/C(N)=C(/C#N)C(=O)CSc1nnc(NC(C)C)s1 | 2
CCOC(=O)c1c(NC(=O)COC(=O)C2CC2C)sc(C)c1C (configuration not stated) | 1

Next part
SMILES | Mdm2-MdmX inh | XBP1 UPR activ | CXCR6 inh | APJ antag | APJ agonist | UPR CHOP act | TIM10 inh | tim10-1 inh | tim23-1 inh
O=C(/C=C/c1ccc([N+](=O)[O-])cc1)NCC1CCCO1 (configuration not stated) | 2 | 2 | -2 | -5 | 3 | -2.0 | -13 | -3 | -3
CC(C)c1ccc(Nc2nc(NCc3ccco3)nc(N3CCOCC3)n2)cc1 | 15 | -1 | 3 | -14 | 5 | -3.5 | 6 | -1 | 12
Cc1ccc(F)cc1NC(=O)C1CC(=O)N(CCc2ccccc2)C1 (configuration not stated) | -8 | 3 | 11 | -11 | -1 | -1.2 | -6 | -3 | 21
O=C(NCCc1ccccc1)/C(=C\c1ccc([N+](=O)[O-])cc1)NC(=O)c1ccc(Br)cc1 | 20 | 0 | 13 | -13 | -1 | 3.4 | 5 | 15 | -8
COc1ccc(CCNC(=O)C2CC(O)CN2S(=O)(=O)c2ccc(Cl)cc2)cc1OC (configuration not stated) | 24 | -1 | 0 | 3 | -4 | -1.9 | -4 | 15 | 15
Cc1cccc(-n2c(O)c(C=NC3CCS(=O)(=O)C3)c3ccccc3c2=O)c1 (configuration not stated) | 19 | -2 | 2 | 7 | -2 | 0.5 | -3 | -1 | 1
COc1ccc(S(=O)(=O)N2CCSC2c2ccc(N)cc2)cc1 (configuration not stated) | 15 | 0 | -6 | 7 | 3 | 1.5 | -4 | -4 | 8
O=C1/C(=C/c2ccc(F)cc2)Oc2cc(OC(=O)N3CCOCC3)ccc21 | -18 | 2 | -12 | 3 | -4 | 1.9 | 4 | 23 | 17
COc1ccc(CN(C)CC2CCCN(CCc3ccc(F)cc3)C2)cc1OC (configuration not stated) | 15 | -4 | 3 | 13 | -2 | 0.8 | -19 | -15 | -29
CCCCNS(=O)(=O)c1ccc2nc(SCC(=O)Nc3ccccc3)[nH]c2c1 | 6 | 0 | -6 | 6 | 3 | -3.2 | -21 | 15 | 10
Cc1nc2ccccn2c1C(=O)NCC(C)C | -16 | -2 | -4 | -13 | -2 | -2.6 | 5 | 10 | 4
